# PERK inhibitor = block of dimerizer-induced PERK translation repression, primary screen, PERK inhibitor project, CHO PERK-DD cells, SEAP luminescence, HTS; inhibition, % at 5.6 µM; hit rate 0.17% among 220,000; CHO PERK-DD fusion, SEAP luminescence translation reporter; Eukaryotic translation initiation factor 2-alpha kinase 3 (Homo sapiens), Q9NZJ5; AID 1416, 2008;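 active means inhibition above the mean inhibition of all tested compounds plus 3 SD, set separately per screening campaign, cut at about 2.9% in these data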;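 further: PERK kinase domain activated by AP20187 dimerizer at 100 nM; 0% = DMSO with dimerizer and 100% = rapamycin at 8.4 µM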
# Target sequence (Q9NZJ5 whole entry, looked up, the tested form may be a part): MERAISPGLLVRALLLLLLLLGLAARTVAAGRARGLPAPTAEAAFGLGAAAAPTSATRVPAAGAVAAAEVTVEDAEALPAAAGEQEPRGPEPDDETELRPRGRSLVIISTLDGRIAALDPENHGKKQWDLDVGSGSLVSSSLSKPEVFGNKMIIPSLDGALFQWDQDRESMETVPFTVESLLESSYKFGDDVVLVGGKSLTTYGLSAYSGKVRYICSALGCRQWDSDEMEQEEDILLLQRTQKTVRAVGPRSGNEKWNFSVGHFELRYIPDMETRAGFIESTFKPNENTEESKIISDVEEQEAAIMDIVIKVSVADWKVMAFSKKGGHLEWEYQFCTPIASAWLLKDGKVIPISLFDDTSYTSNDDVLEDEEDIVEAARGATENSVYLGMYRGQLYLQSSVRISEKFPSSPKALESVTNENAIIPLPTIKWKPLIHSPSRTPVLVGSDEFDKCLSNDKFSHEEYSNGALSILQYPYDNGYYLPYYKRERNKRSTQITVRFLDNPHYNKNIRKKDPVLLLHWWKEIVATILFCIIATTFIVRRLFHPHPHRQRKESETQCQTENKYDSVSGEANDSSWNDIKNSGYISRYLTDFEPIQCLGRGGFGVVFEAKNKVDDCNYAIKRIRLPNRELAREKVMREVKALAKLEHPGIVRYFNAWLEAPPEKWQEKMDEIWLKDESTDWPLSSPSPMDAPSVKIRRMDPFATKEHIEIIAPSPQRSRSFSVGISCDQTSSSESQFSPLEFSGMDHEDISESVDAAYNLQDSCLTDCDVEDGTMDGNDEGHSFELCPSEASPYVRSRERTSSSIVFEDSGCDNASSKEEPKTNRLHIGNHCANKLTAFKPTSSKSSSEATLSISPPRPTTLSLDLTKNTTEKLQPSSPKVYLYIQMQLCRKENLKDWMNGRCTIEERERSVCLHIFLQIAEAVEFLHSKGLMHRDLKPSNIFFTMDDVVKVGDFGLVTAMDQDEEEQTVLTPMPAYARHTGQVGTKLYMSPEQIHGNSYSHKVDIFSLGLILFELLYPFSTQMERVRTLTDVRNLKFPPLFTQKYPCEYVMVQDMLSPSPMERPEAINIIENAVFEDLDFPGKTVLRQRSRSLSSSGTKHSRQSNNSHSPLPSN
# S1P4 agonist = S1P4 receptor agonists, primary screen, cell-based; S1P4-expressing cell line, agonist reporter assay; activation, % at 4.98 µM; hit rate 0.35% among 220,000; AID 1509, 2009; in the data active means activation above about 11%;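 further: 0% = DMSO vehicle and 100% = reference agonist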
# m-calpain inh = inhibitors of pig calpain II, primary screen, biochemical, fluorogenic peptide substrate, 1536-well; purified calpain II, 30 min; hit rate 0.37% among 220,000; inhibition, % at 16 µM;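 active means inhibition above about 50%, limit read from the data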
# Ba/F3 V617F tox = reduced viability of JAK2V617F-dependent Ba/F3 cells, primary screen, JAK2V617F inhibitor project, cell-based, Ba/F3 EpoR-JAK2V617F, luminescence; ATP luminescence; inhibition, % at 5.6 µM; hit rate 1.1% among 220,000;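 active means inhibition above the campaign mean plus 3 SD over all tested compounds, cut at about 24% in these data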;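 further: cytokine-independent growth of Ba/F3 cells driven by EpoR plus mutant JAK2; 0% = DMSO-treated cells and 100% = JAK inhibitor I control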
# S1P4 antagonist = S1P4 receptor antagonists, primary screen, cell-based. AID 1510, 2009. inhibition, % at 4.98 µM. hit rate 0.26% among 220,000. Sphingosine 1-phosphate receptor 4 (Homo sapiens), O95977. S1P4-expressing cells, antagonist mode, reporter read-out; in the data active means inhibition above about 29%;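 further: 0% = wells stimulated with agonist and 100% = vehicle wells without agonist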
# TRPML3 ag = human TRPML3 channel agonists, primary screen, cell-based, HEK293 TRPML3-YFP, Fluo-8 calcium fluorescence, 3 µM | 100% = the carbachol control signal | hit rate 0.29% among 220,000 | Mucolipin-3 (Homo sapiens), Q8TDD5 | activation, % at 3 µM | AID 1448, 2008;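 active means activation above its plate's cutoff, the mean activation of the plate's test wells plus 3 SD, cut at about 12% in these data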;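 further: 0% = DMSO only wells and 100% = carbachol wells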
#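 Test system – HEK293 line with stable expression of human TRPML3-YFP channel · Control set – carbachol 87 µM final as high control (100%), DMSO as low control (0%) · Signal – Fluo-8 calcium dye fluorescence, ex 470-495, em 515-575 nm · Incubation – 1-h 37 °C dye load, 5-s basal, 120-s post-compound reads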
# zfTRPN1 agonist = zebrafish TRPN1 channel agonists, primary screen, cell-based, HEK293, calcium fluorescence; AID 1424, 2008; hit rate 0.18% among 220,000; HEK293 zebrafish TRPN1-YFP, Fluo-8 calcium fluorescence; 100% = response to 87 µM carbachol; activation, % at 3 µM; transient receptor potential cation channel N1 (TRPN1/NompC), Danio rerio;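 active means activation above its plate's cutoff, the mean activation of test wells on that plate plus 3 SD, cut at about 19% in these data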;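 further: 0% = DMSO alone and 100% = 87 µM carbachol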
#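 Assay system: Zebrafish TRPN1-YFP in HEK293 cells | Incubation: Dye loading 1 h at 37 °C, then 30 min room temperature | Measured by: Kinetic Fluo-8 fluorescence, ex 470-495, em 515-575 nm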
# BaF3 tox = parental Ba/F3 cell viability inhibition, counter-screen for JAK2V617F inhibitor project, murine pro-B, CellTiter-Glo luminescence | inhibition, % at 5.6 µM | hit rate 1.1% among 220,000 | CellTiter-Glo ATP luminescence;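 active means inhibition above a per-campaign cutoff, the mean inhibition of all tested compounds plus 3 SD, cut at about 27% in these data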;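 further: 0% = DMSO wells and 100% = JAK Inhibitor I control wells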
# EP2 modulator = EP2 receptor modulators, cAMP readout, primary screen, cell-based, HTRF cAMP, PGE2 stimulation. induction, % at 25 µM. hit rate 0.83% among 260,000. EP2-expressing cells, cAMP HTRF FRET, PGE2 co-stimulation;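 active means compounds whose cAMP rise, as percent of the full-agonist control response, exceeds 60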;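 further: rat C6 glioma line stably carrying human EP2 under a CMV promoter; the protocol text gives 20 µM as final concentration; 100% = response of wells given 1 µM PGE2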
# Numbers without * were called inactive.
SMILES,PERK inhibitor,S1P4 agonist,m-calpain inh,Ba/F3 V617F tox,S1P4 antagonist,TRPML3 ag,zfTRPN1 agonist,BaF3 tox,EP2 modulator
CN(C)CCCN(C(=O)COc1ccc(Cl)cc1)c1nc2ccc(F)cc2s1,0.1,-1.4,32,1,9,2.0,0.8,6,-43
O=C(Nc1ccc2c(c1)OCCO2)Nc1ccc2c(c1)OCO2,1.0,0.7,-3,0,-12,0.8,0.5,3,-16
CCc1nnc(NC(=O)C(NS(=O)(=O)c2ccc3c(c2)OCCO3)C(C)C)s1 (configuration not stated),0.4,-0.3,18,-4,-13,0.2,-0.6,0,8
CCC(CC)NC(=O)CSc1nnc(-c2ccc(OC)cc2)n1C(C)C,-1.3,0.6,-3,3,-10,0.8,1.4,4,5
CC(C)(C)c1nn(-c2ccccc2)c2[nH]c(=O)c(CNCc3ccc4c(c3)OCO4)cc12,-0.6,2.5,-137,0,-9,0.2,-1.7,8,19
CCOc1cc(-n2nc(C)c(C#N)c2N)nc(SC)n1,0.1,-0.8,-8,-1,-15,0.9,-1.8,-2,16
Cn1c(=O)c2nc(-c3ccccc3)oc2c2ccccc21,-1.2,0.9,-304,-2,-1,0.6,-0.9,8,1
CSc1nc(C)cc(OCC(=O)n2nc(C)cc2C)n1,1.9,-1.3,-19,-2,6,-0.1,0.7,3,24
N#Cc1cc(-c2ccccc2)nc(N2CCNCC2)n1,-0.9,-0.2,-17,3,-19,-1.0,0.9,-7,45
CCc1ccc(NC(=O)c2ccccc2Br)cc1,1.4,1.6,-20,0,-4,-0.2,-1.3,6,-5
CCCCOC(=O)Nc1ccc(S(=O)(=O)Nc2nccs2)cc1,1.1,0.6,5,1,18,-0.1,1.9,0,16
CCC(C)[C@H](NC(=O)NCCCOC(C)C)C(=O)OC (some centres not stated),0.4,0.4,27,1,-2,0.1,0.8,3,16

# Laid out differently: results already given
> CC(C)(C)c1nn(-c2ccccc2)c2[nH]c(=O)c(CNCc3ccc4c(c3)OCO4)cc12
  PERK inhibitor = -0.6
  S1P4 agonist = 2.5
  m-calpain inh = -137
  Ba/F3 V617F tox = 0
  S1P4 antagonist = -9
  TRPML3 ag = 0.2
  zfTRPN1 agonist = -1.7
  BaF3 tox = 8
  EP2 modulator = 19
> CCOc1cc(-n2nc(C)c(C#N)c2N)nc(SC)n1
  PERK inhibitor = 0.1
  S1P4 agonist = -0.8
  m-calpain inh = -8
  Ba/F3 V617F tox = -1
  S1P4 antagonist = -15
  TRPML3 ag = 0.9
  zfTRPN1 agonist = -1.8
  BaF3 tox = -2
  EP2 modulator = 16

# Later entries:
SMILES,PERK inhibitor,S1P4 agonist,m-calpain inh,Ba/F3 V617F tox,S1P4 antagonist,TRPML3 ag,zfTRPN1 agonist,BaF3 tox,EP2 modulator
NC(=O)c1ccc[n+](CC(=O)c2ccc(F)cc2)c1,1.1,0.7,6,-2,-20,0.6,0.8,-3,6
C/C(N)=C(/C#N)C(=O)COC(=O)C1CCC(C(C)(C)C)CC1 (configuration not stated),-0.5,0.3,40,-2,-1,1.5,4.4,3,55
CCN(CC)CCNc1nc(-c2ccccc2)c2c(c1C#N)CC(C)(C)OC2,-1.4,-4.3,-32,-3,-5,0.9,-0.3,5,-8
NC(=O)Cn1c(=O)n(CCCC(=O)NC2CCN(Cc3ccccc3)CC2)c(=O)c2ccccc21,1.5,0.4,-12,-2,1,0.9,-0.1,3,9
CCc1ccc(N/C(N)=N/c2nc(CSc3ncccn3)cc(=O)[nH]2)cc1,-1.2,-0.7,4,2,1,0.8,1.0,-1,-24
CC(NCc1ccccc1)C1COc2ccccc2O1 (configuration not stated),-0.2,1.5,-14,-1,-6,0.8,-0.7,2,7
CC(=O)N1CCN(CC(=O)Nc2cc([N+](=O)[O-])ccc2Cl)CC1,-0.7,0.7,-5,1,-14,0.8,0.2,3,17
COc1ccc(CNC(=O)c2c(C)cc(=O)oc2C)cc1,0.2,0.5,-4,-3,-5,0.7,0.3,2,21
O=C1C[C@H]2[C@H](CO)[C@@H](OC(=O)c3ccc(-c4ccccc4)cc3)C[C@H]2O1,-0.7,-1.5,12,2,7,-0.2,-0.3,3,-55
Cc1nc2ccccc2n1CC(=O)NC1CCCC1,1.5,-0.6,6,0,-12,1.8,2.0,8,4
O=C(Nc1ccccn1)C12CC3CC(CC(C3)C1)C2,-0.2,1.6,9,2,-14,0.1,-0.6,4,-17
Cc1cccc(C2c3[nH]c4ccccc4c3CCN2C(=O)c2cn(C)c3ccccc3c2=O)n1 (configuration not stated),-0.5,-1.1,-64,3,-8,0.5,3.4,5,-53
CCOCCCNC(=O)C(NC(=O)c1ccc(=O)[nH]c1)c1ccc(Cl)cc1 (configuration not stated),0.0,-0.4,-8,-2,-28,-0.2,-0.5,6,17
Cc1onc(-c2ccccc2)c1C(=O)Nc1ccc(OC(C)C)cc1,0.4,-0.6,23,-4,12,-1.4,-4.2,0,34
O=C(Nc1ccc(SC(F)F)cc1)C1=COCCO1,0.4,1.6,1,2,-4,0.3,0.3,3,-2
COC(=O)CSc1nnc(-c2cccc(NC(=O)c3ccc(C)cc3)c2)n1C,0.2,-2.5,-5,3,1,0.4,0.7,8,25
Cc1c(OCc2nn[nH]n2)ccc2c3c(c(=O)oc12)CCC(C)C3 (configuration not stated),2.0,-0.1,-148,0,6,-0.8,-0.2,7,18
CC(=O)c1ccc(-c2nnc(CCC(=O)N(C)Cc3cnc4ccccn34)o2)s1,0.7,-1.1,-4,-3,4,0.8,0.8,4,23
CCOc1ccc(C2Oc3nc(SC)nnc3-c3ccccc3N2C(C)=O)cc1OC (configuration not stated),-0.4,1.5,-32,-1,-16,-0.1,0.2,7,-5
Cc1ccc(-c2nc(S(=O)(=O)c3ccc(F)cc3)c(SCC(=O)NCC3CCCO3)o2)cc1 (configuration not stated),-0.3,1.9,3,2,-23,0.5,-1.0,-1,18
CCCOc1ccc(C(=O)NC(=S)Nc2nc3ccc(C)cc3s2)cc1,1.0,-0.1,-18,1,3,-0.2,0.8,1,15
NC(=O)C1(N2CCCCC2)CCN(C(=O)c2ccc(-n3cnnn3)cc2)CC1,0.3,-0.5,18,1,-9,0.5,-0.3,0,31
N#CC(C(=O)NCCc1ccccc1)c1nc2ccccc2nc1N1CCCCC1 (configuration not stated),1.2,0.0,-455,-1,-10,0.3,1.4,10,9
O=C(Cn1cnc2ccccc2c1=O)c1ccc2ccccc2c1,-1.4,0.0,-29,5,8,0.7,0.5,8,-30
COc1cc(OC)nc(NC(=O)NS(=O)(=O)c2ccccc2Cl)n1,1.8,1.6,-23,-1,-15,0.2,1.4,-2,8
C=CCn1c(SCC(=O)c2ccc(CNC(C)=O)o2)nc2ccccc2c1=O,-1.6,1.5,-29,-2,-4,0.2,0.1,5,-33
COC(=O)C1=C(C)N(c2ccc(OC)c(OC)c2)C(=O)C1,-0.2,-2.3,12,4,-7,0.8,1.1,13,19
Cc1nc(S/C(C(=O)O)=C2/C(=O)Nc3ccccc32)n[nH]1,-1.0,0.5,-5,-3,-6,0.3,-0.5,0,22
CN1C(=O)c2oc3ccccc3c(=O)c2C1c1ccccn1 (configuration not stated),1.7,-1.0,-40,0,3,0.8,1.5,5,0
Cn1cc(C(=O)NC2CCCCCCC2)c(=O)c2cc(S(=O)(=O)N3CCCC3)ccc21,0.8,-0.8,10,1,-5,0.2,0.9,8,-22
C[C@@H]1CN(Cc2nc(Cc3ccccc3F)no2)C[C@H](C)O1,-0.2,-0.5,0,5,-8,0.4,-0.4,9,-3
Cc1c(C(=O)NCCC2=CCCCC2)oc2ccc(S(=O)(=O)N3CCOCC3)cc12,-1.3,-0.3,-31,0,-3,0.5,2.8,9,-17
O=C(N1CCOCC1)N1c2ccccc2CC(N2CCOCC2)c2ccccc21 (configuration not stated),0.1,-1.4,21,-2,-19,0.8,0.6,1,22
Cc1cc(C)n(-c2ccc(C(=O)OCC(=O)Nc3ccc([N+](=O)[O-])cc3)cc2)n1,-0.4,1.4,24,3,-12,0.5,1.0,9,-60
CC(=O)Nc1sc2c(c1CN1CCN(C)CC1)CCCC2,0.3,0.9,-25,-2,-12,0.5,0.4,0,3
[O-]C1=N/[N+](=C/c2ccccc2Cl)CC1,0.0,0.1,-50,3,5,1.0,-0.4,9,0
CCCn1c(N)c(Br)c(=O)[nH]c1=O,1.1,-1.4,-20,-2,3,1.2,0.1,7,-5
Cc1cc(CNC(=O)COc2c(F)c(F)cc(F)c2F)c2ccccc2n1,0.4,0.8,-24,2,-1,0.5,1.0,10,-20
O=C(Nc1nc(-c2ccc(Cl)cc2Cl)cs1)c1ccc(OCC2CCCO2)cc1 (configuration not stated),1.4,1.3,-13,-2,7,1.9,0.1,-1,13
CCc1ccccc1NC(=O)CN(C)Cc1nc(N)nc(Nc2ccccc2C)n1,-1.2,1.4,-12,-2,-4,-0.3,-0.6,0,-39
O=S(=O)(c1cccc(-c2csc(N/N=C/c3ccco3)n2)c1)N1CCOCC1,-0.9,-0.3,-15,3,3,1.0,7.1,-2,-39
COC(=O)N/N=C/c1ccccc1OCc1ccccc1,0.8,-0.6,9,-3,-20,-0.3,-1.8,2,-14
COc1cccc(-c2cc(C(F)(F)F)nc(-n3cncn3)n2)c1,0.7,0.1,-28,0,6,0.9,1.0,6,8
Cc1cccc(C)c1-n1nnnc1SCSc1nnnn1-c1c(C)cccc1C,0.1,0.6,8,-4,-2,0.6,-0.3,-4,9
O=C(O)C1CC=CCC1C(=O)Nc1cccc(F)c1 (configuration not stated),-0.1,-0.8,-24,0,-6,-0.4,0.1,5,13
C#CC(C)OC(=O)Nc1cnccc1C(F)(F)F (configuration not stated),1.7,-0.8,-11,0,9,0.6,0.7,-3,-16
C#CCOCCOCCOCCNc1nc(N2CCN(C(=O)[C@H](C(C)C)n3cc(CCO)nn3)CC2)nc(N2CCN(C(=O)[C@H](C(C)C)n3cc(CCO)nn3)CC2)n1,0.3,1.1,-13,1,6,0.8,0.5,4,33
O=C(CCNC(=O)OCc1ccccc1)NC1CCCCC1,0.0,-0.1,26,3,5,-0.1,0.7,9,5
CSc1nnc(-c2cccc(NC(=O)c3ccccc3)c2)n1C,-1.6,0.0,0,1,4,0.1,1.9,-1,-13
CCOC(=O)/C(=C/Nc1ccccc1)[N+](=O)[O-],0.2,0.5,9,0,-19,0.1,0.5,1,-11
Cn1c(SCC(=O)NNC(=O)Cc2ccccc2)nnc1-c1ccc(Cl)cc1,-0.1,-3.1,-17,-2,-14,-0.3,0.2,-1,37

# Entries shown so far that have a tert-butyl group (2):
SMILES,PERK inhibitor,S1P4 agonist,m-calpain inh,Ba/F3 V617F tox,S1P4 antagonist,TRPML3 ag,zfTRPN1 agonist,BaF3 tox,EP2 modulator
CC(C)(C)c1nn(-c2ccccc2)c2[nH]c(=O)c(CNCc3ccc4c(c3)OCO4)cc12,-0.6,2.5,-137,0,-9,0.2,-1.7,8,19
C/C(N)=C(/C#N)C(=O)COC(=O)C1CCC(C(C)(C)C)CC1 (configuration not stated),-0.5,0.3,40,-2,-1,1.5,4.4,3,55
